Screens as filed in PubChem BioAssay.
G9a inh: G9a (human) methyltransferase inhibition; 8.8% of 350,000 active; AID 504332; Potency, µM (top dose mostly 102 µM), for inactives: top-dose activity, negative = inhibition, most hits filed as inhibitors; G9a H3K9 monomethylation, AlphaScreen, 2 h; Q96KQ7; also: nearly all actives have a fitted effect of over 75% in size
Target sequence (Q96KQ7 913-1193 limits assumed): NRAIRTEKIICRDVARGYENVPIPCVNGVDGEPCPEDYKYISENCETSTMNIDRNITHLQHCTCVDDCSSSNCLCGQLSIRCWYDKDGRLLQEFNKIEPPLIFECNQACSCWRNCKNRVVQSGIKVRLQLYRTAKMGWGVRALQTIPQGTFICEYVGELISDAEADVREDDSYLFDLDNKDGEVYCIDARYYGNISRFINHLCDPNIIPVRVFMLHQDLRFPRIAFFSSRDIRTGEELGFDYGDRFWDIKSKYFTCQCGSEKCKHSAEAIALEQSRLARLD
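G9a (20 nM) preincubated 15 min RT with compounds, then 500 nM biotinylated H3K9 peptide and 20 uM SAM added; 2 h RT reaction. Monomethyl-H3K9 product detected by AlphaScreen with anti-H3K9me1 antibody, streptavidin donor and anti-rabbit IgG acceptor beads.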
12-LOX inh: ALOX12 (human) lipoxygenase inhibition; P18054; purified 12hLO, xylenol orange hydroperoxide absorbance; Potency, µM (highest dose often 108 µM), inactives show at the highest dose activity change, negative = inhibition, hits mostly inhibitors; 1.1% of 580,000 active; AID 1671190
Target sequence (P18054 whole entry, looked up): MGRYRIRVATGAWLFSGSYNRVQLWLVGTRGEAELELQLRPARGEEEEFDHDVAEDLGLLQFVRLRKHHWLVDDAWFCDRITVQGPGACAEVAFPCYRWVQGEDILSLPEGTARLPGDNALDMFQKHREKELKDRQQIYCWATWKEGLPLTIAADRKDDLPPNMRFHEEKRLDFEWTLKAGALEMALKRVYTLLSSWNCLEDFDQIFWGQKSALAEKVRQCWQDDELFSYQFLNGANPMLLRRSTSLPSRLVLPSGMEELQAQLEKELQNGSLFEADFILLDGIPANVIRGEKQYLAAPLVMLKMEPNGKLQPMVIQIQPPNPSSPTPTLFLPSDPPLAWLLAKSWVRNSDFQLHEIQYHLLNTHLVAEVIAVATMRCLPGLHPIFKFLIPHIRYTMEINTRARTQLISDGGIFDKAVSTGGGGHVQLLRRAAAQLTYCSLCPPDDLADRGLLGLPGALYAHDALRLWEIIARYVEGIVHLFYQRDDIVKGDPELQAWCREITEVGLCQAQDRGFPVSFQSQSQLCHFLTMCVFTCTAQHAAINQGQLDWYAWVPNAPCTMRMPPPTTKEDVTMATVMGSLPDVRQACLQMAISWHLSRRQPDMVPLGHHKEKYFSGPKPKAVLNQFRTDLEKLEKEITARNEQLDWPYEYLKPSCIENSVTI
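Purified human 12hLO at 150 nM in 25 mM Hepes, 0.01% Triton X-100, pH 7.0, preincubated 15 min at room temperature with compound. Reaction started with 40 uM arachidonic acid, 30 min at room temperature. Hydroperoxide measured by Fe-xylenol orange, 573/405 nm absorbance ratio.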
The depositor's hits bear a star; ? = inconclusive; [ ] = remark or other dose. Calls follow the shape of the dose curve; as a rule, active = well fitted curve in the direction sought with a large enough effect; inconclusive = small, poorly fitted or top-dose-only effect, or another doubt; inactive = no such curve, though single readings can be large; an effect the other way counts as inactive or inconclusive. % is scaled to controls: 0 for no effect and ±100 for the full control effect; potency is read from the fitted curve at half-maximal effect.

Order of results – G9a inh | 12-LOX inh
> O=C(c1cc(C(F)(F)F)cc(C(F)(F)F)c1)N1CCC[C@@]2(CCN(c3ccncc3)C2)C1
  3%[12.7 µM] | -10%[57.4 µM]
> COc1ccc(NC(=O)N2CCC3(CC2)CCN(C(=O)c2cc(C(F)(F)F)cc(C(F)(F)F)c2)CC3)cc1
  -5%[12.7 µM] | 0%[57.4 µM]
> CN(C)c1ccc(-c2cc(N(C)Cc3ccco3)ncn2)cc1
  -48%[0.501 µM] | -24%
> CCNc1ncc2nc(-c3cccc(C#N)c3)c(=O)n(Cc3cccc(OC)c3)c2n1
  10%[0.501 µM] | 8%
> COCCn1c(=O)c(-c2ccccc2)nc2cnc(N(C)C)nc21
  3%[0.501 µM] | ?
> Cc1cnc(CNc2cc(-c3ccccc3C(F)(F)F)ncn2)cn1
  -42%[0.501 µM] | -28%
> Clc1ccccc1-c1cncnc1NCc1cccs1
  -46%[0.501 µM] | 35µM*
> O=C(Oc1ccccc1)N1CCC2(CCCN(c3ccncc3)C2)CC1
  1%[12.7 µM] | -17%[57.4 µM]
> COC(=O)N1CCC2(CCCN(Cc3ccc(C#N)cc3)C2)CC1
  -21%[12.7 µM] | 4%[57.4 µM]
> CC(C)NC(=O)N1CC[C@@]2(CCCN(C(=O)c3cc(C(F)(F)F)cc(C(F)(F)F)c3)C2)C1
  -4%[12.7 µM] | 1%[57.4 µM]
> Cc1cccc(CNc2ccnc(-c3ccccc3Cl)n2)c1
  -8%[0.501 µM] | ?
> c1ccc(-c2ccc(N3CCCC4(CCNCC4)C3)cc2)cc1
  -46%[12.7 µM] | ?
> CC(=O)N1CCC2(CC1)CN(c1ccncc1)C2
  -7%[12.7 µM] | -16%[57.4 µM]
> COc1ccc(-c2nc3cnc(N4CCNCC4)nc3n(-c3ccccc3)c2=O)cc1
  12%[12.7 µM] | -10%
> CC(C)NC(=O)N1CC[C@@]2(CCCN(C(=O)c3ccco3)C2)C1
  10%[12.7 µM] | 7%[57.4 µM]
> COCC(=O)N1CCC[C@@]2(CCN(Cc3ccccc3OC)C2)C1
  -5%[12.7 µM] | -3%[57.4 µM]
> O=C(Nc1ccccc1)C12CC1/C(=N\O)c1ccccc1O2 (centres undefined)
  27%[59 µM] | 1%
> N#Cc1cccc(-c2cncnc2NCc2ccccc2)c1
  -27%[0.501 µM] | ?
> O=c1c(-c2ccc(F)cc2)nc2cnc(Oc3ccccc3)nc2n1C1CC1
  1%[0.501 µM] | 183%[activator]
> COc1ccc(CNc2ncncc2-c2ccccc2C)c(OC)c1
  -33%[0.501 µM] | ?
> FC(F)(F)c1ccccc1-c1nc(NCc2cccnc2)c2ccccc2n1
  -2%[0.501 µM] | 45µM*
> COc1ccc(Oc2ncc3nc(-c4ccccc4)c(=O)n(C4CC4)c3n2)cc1
  3%[12.7 µM] | 0%
> COCC(=O)N1CCC2(CC1)CCN(c1ccccn1)CC2
  -4%[12.7 µM] | 7%[57.4 µM]
> CC(C)(C)NC[C@H](O)c1ccc(O)c(CO)c1
  21%[21.5 µM] | 0%
> O=C(c1cc(C(F)(F)F)cc(C(F)(F)F)c1)N1CCC2(CC1)CN(Cc1ccncc1)C2
  9%[12.7 µM] | 0%[57.4 µM]
> O=C1CC(c2ccccc2)n2nc(NC(=O)c3cccnc3)nc2N1 (centres undefined)
  12%[59 µM] | -4%
> COc1ncc2nc(CCc3ccccc3)c(=O)n(C)c2n1
  1%[12.7 µM] | -1%
> COc1ccc(-n2c(=O)c(-c3cccs3)nc3cnc(OC)nc32)cc1
  9%[0.501 µM] | ?
> CN1CC[C@@]2(CCCN(C(=O)c3cc(C(F)(F)F)cc(C(F)(F)F)c3)C2)C1
  5%[12.7 µM] | 8%[57.4 µM]
> O=C(c1ccncc1)N1CCC2(CC1)CCN(c1ncccn1)CC2
  -3%[12.7 µM] | 1%[57.4 µM]

Continuation:
Order of results – G9a inh | 12-LOX inh
> COc1ccc(-n2c(=O)cnc3cnc(N4CCN(C)CC4)nc32)cc1
  4%[0.501 µM] | ?
> COc1ccccc1-c1ccc2ncnc(Nc3ccccc3)c2c1
  -39%[0.501 µM] | ?
> CN(C)C(=O)c1ccc(-c2nccc(NCc3cccs3)n2)cc1
  -37%[0.501 µM] | ?
> N#CCCn1c(=O)c(-c2ccccc2)nc2cnc(Nc3ccccc3)nc21
  4%[0.501 µM] | ?
> COc1ccccc1CN1CC2(CCN(C(=O)c3cc(C(F)(F)F)cc(C(F)(F)F)c3)CC2)C1
  -1%[12.7 µM] | 3%[57.4 µM]
> CNc1cc(-c2ccccc2CN(C)C)ncn1
  -1%[0.501 µM] | -3%
> COc1cccc(-c2nc(NCc3cccnc3)c3ccccc3n2)c1
  -2%[0.501 µM] | -24%
> Cn1cccc1C(=O)N1CCC2(CC1)CCN(C(c1ccccc1)c1ccccc1)CC2
  -2%[12.7 µM] | 4%[57.4 µM]
> O=C(Nc1cccc(F)c1)N1CCC2(CC1)CCN(C(=O)c1csnn1)CC2
  -8%[12.7 µM] | 3%[57.4 µM]
> COc1ccc(-c2nc3cnc(N(C)C)nc3n(CCC#N)c2=O)cc1
  18%[0.501 µM] | 117%[activator]
> CC(=O)N1CCC2(CC1)CCN(c1ccc(-c3ccccc3)cc1)CC2
  -1%[12.7 µM] | ?
> Cn1cc(-c2nc3cnc(N4CCNCC4)nc3n(-c3ccccc3)c2=O)c2ccccc21
  8%[0.501 µM] | ?
> COCCn1c(=O)c(C)nc2cncnc21
  5%[0.501 µM] | ?
> O=C(Oc1ccccc1)N1CCC2(CCCN(c3ccccn3)C2)CC1
  -5%[12.7 µM] | 5%[57.4 µM]
> Cn1cc(-c2nc3cnc(N4CCNCC4)nc3n(C3CC3)c2=O)c2ccccc21
  -13%[0.501 µM] | ?
> CC(C)NC(=O)N1CC2(CCN(C(=O)c3cccn3C)CC2)C1
  14%[12.7 µM] | -5%[57.4 µM]
> Cc1nc2cnc(N3CCN(C)CC3)nc2n(CCc2ccccc2)c1=O
  -4%[0.501 µM] | ?
> N#Cc1cccc(NC(=O)N2CCCC3(CCN(C(=O)c4ccncc4)CC3)C2)c1
  -5%[12.7 µM] | 3%[57.4 µM]
> O=c1c(-c2cc(F)cc(F)c2)nc2cnc(N3CCOCC3)nc2n1CCc1ccccc1
  15%[0.501 µM] | 0%
> Cc1cnc(CNc2ncncc2-c2ccc3c(c2)OCO3)cn1
  -4%[0.501 µM] | -19%
> COCCn1c(=O)cnc2cnc(N3CCOCC3)nc21
  4%[0.501 µM] | ?
> COC(=O)N1CCC2(CC1)CN(c1ccncc1)C2
  2%[12.7 µM] | 4%[57.4 µM]
> COCCn1c(=O)c(-c2cn(C)c3ccccc23)nc2cnc(Oc3ccc(OC)cc3)nc21
  -1%[12.7 µM] | 44%[activator]
> CN(Cc1ccco1)c1nc(-c2ccccc2C(F)(F)F)nc2ccccc12
  1%[0.501 µM] | ?
> COCC(=O)N1CCC2(CC1)CCN(c1ncccn1)CC2
  -8%[12.7 µM] | 0%[57.4 µM]
> O=c1c(-c2ccc(Cl)cc2)nc2cnc(N3CCNCC3)nc2n1Cc1cccs1
  6%[0.501 µM] | ?
> O=C(c1ccncc1)N1CCC2(CCCN(Cc3ccccc3)C2)CC1
  -2%[12.7 µM] | 12%[57.4 µM]
> CCCCCCCCCCCCCCCC(=O)OCC(NC(=O)C(Cl)Cl)C(O)c1ccc([N+](=O)[O-])cc1 (centres undefined)
  24%[59 µM] | -1%
> Cc1cccc(CNc2ncncc2-c2cccnc2)c1
  -10%[0.501 µM] | ?
> COc1ccc(-c2nc3cnc(N(C)C)nc3n(C[C@H]3CCCO3)c2=O)cc1
  8%[0.501 µM] | 0%

Part of the list above in a different format:
mol,G9a inh,12-LOX inh
COc1ccc(-n2c(=O)cnc3cnc(N4CCN(C)CC4)nc32)cc1,4%[0.501 µM],?
COc1ccccc1-c1ccc2ncnc(Nc3ccccc3)c2c1,-39%[0.501 µM],?
CN(C)C(=O)c1ccc(-c2nccc(NCc3cccs3)n2)cc1,-37%[0.501 µM],?
N#CCCn1c(=O)c(-c2ccccc2)nc2cnc(Nc3ccccc3)nc21,4%[0.501 µM],?
COc1ccccc1CN1CC2(CCN(C(=O)c3cc(C(F)(F)F)cc(C(F)(F)F)c3)CC2)C1,-1%[12.7 µM],3%[57.4 µM]
CNc1cc(-c2ccccc2CN(C)C)ncn1,-1%[0.501 µM],-3%
COc1cccc(-c2nc(NCc3cccnc3)c3ccccc3n2)c1,-2%[0.501 µM],-24%
Cn1cccc1C(=O)N1CCC2(CC1)CCN(C(c1ccccc1)c1ccccc1)CC2,-2%[12.7 µM],4%[57.4 µM]
O=C(Nc1cccc(F)c1)N1CCC2(CC1)CCN(C(=O)c1csnn1)CC2,-8%[12.7 µM],3%[57.4 µM]
COc1ccc(-c2nc3cnc(N(C)C)nc3n(CCC#N)c2=O)cc1,18%[0.501 µM],117%[activator]
CC(=O)N1CCC2(CC1)CCN(c1ccc(-c3ccccc3)cc1)CC2,-1%[12.7 µM],?
Cn1cc(-c2nc3cnc(N4CCNCC4)nc3n(-c3ccccc3)c2=O)c2ccccc21,8%[0.501 µM],?
COCCn1c(=O)c(C)nc2cncnc21,5%[0.501 µM],?

Further structures follow.
Order of results – G9a inh | 12-LOX inh
> CC(C)NC(=O)N1CC2(CCN(C(=O)c3ccco3)CC2)C1
  1%[12.7 µM] | 3%[57.4 µM]
> Cn1cnc2c(NC3CCCC3)ncnc21
  18%[12.7 µM] | 9%
> COc1ccc(C(=O)N2CCC3(CC2)CN(c2ccncc2)C3)cc1
  30%[12.7 µM] | -6%[57.4 µM]
> O=c1cnc2cnc(Oc3cccc(Cl)c3)nc2n1C[C@H]1CCCO1
  2%[0.501 µM] | -19%
> O=c1c(-c2ccccc2)nc2cncnc2n1C1CC1
  2%[12.7 µM] | ?
> COc1ncc2nc(CCc3ccccc3)c(=O)n(CCC#N)c2n1
  -5%[12.7 µM] | ?
> O=C(c1cnccn1)N1CCC2(CC1)CN(c1cccc(-c3ccccc3)c1)C2
  28%[12.7 µM] | -3%[57.4 µM]
> COCCn1c(=O)c(-c2cc(F)cc(F)c2)nc2cncnc21
  -7%[0.501 µM] | 25%
> COc1ncc2nc(-c3ccccc3)c(=O)n(C)c2n1
  9%[0.501 µM] | 0%
> COc1ccc(C(=O)N2CCC3(CCCN(C(=O)Nc4cccc(C#N)c4)C3)CC2)cc1
  -1%[12.7 µM] | -3%[57.4 µM]
> CN(C)c1ncnc2ccc(-c3ccc4c(c3)OCO4)cc12
  -1%[0.501 µM] | -15%
> CC(C)CN1CCCC2(CCN(C(=O)c3csnn3)CC2)C1
  6%[12.7 µM] | -7%[57.4 µM]
> COc1cccc(-c2cc(NCc3ccccc3)ncn2)c1
  -4%[0.501 µM] | -11%
> COc1cccc(Cn2c(=O)c(CCc3ccccc3)nc3cnc(OC)nc32)c1
  -21%[12.7 µM] | 22%
> COc1cccc(Cn2c(=O)c(-c3cccs3)nc3cnc(Nc4cccc(OC)c4)nc32)c1
  5%[12.7 µM] | 46%
> COc1ccccc1CN1CC2(CCN(C(=O)c3cnccn3)CC2)C1
  -8%[12.7 µM] | -8%[57.4 µM]
> COc1ccc(NC(=O)N2CC3(CCN(C(=O)c4cccn4C)CC3)C2)cc1
  12%[12.7 µM] | -12%[57.4 µM]
> c1cncc(-c2ccc3ncnc(NCCN4CCOCC4)c3c2)c1
  7%[0.501 µM] | ?
> O=C(c1cc(C(F)(F)F)cc(C(F)(F)F)c1)N1CCC[C@@]2(CCN(c3ccccn3)C2)C1
  -7%[12.7 µM] | -2%[57.4 µM]
> CN(Cc1ccccc1)C(=O)[C@H](Cc1ccc2ccccc2c1)NC(=O)[C@@H]1CCCN1C(=O)Nc1ccccc1[N+](=O)[O-]
  ? | 0%
> Cn1cc(-c2nc3cnc(N4CCOCC4)nc3n(CCC#N)c2=O)c2ccccc21
  2%[0.501 µM] | 0%
> COc1cccc(-c2nccc(NCc3cccnc3)n2)c1
  4%[0.501 µM] | -26%
> c1csc(CNc2cc(-c3ccoc3)ncn2)c1
  -30%[0.501 µM] | ?
> c1cncc(-c2cc(-n3ccnc3)ncn2)c1
  -39%[0.501 µM] | 45µM*
> COc1ccc(C(=O)N2CCC3(CCCN(C(=O)Nc4cccc(F)c4)C3)CC2)cc1
  0%[12.7 µM] | -4%[57.4 µM]
> O=S(=O)(c1ccccc1)N1CCC2(CC1)CN(c1ccccc1)C2
  -7%[12.7 µM] | -5%[57.4 µM]
> O=c1c(-c2ccc(Cl)cc2)nc2cncnc2n1Cc1ccccc1
  9%[12.7 µM] | 30%
> O=C(c1cccc(F)c1)N1CCC[C@@]2(CCN(c3ncccn3)C2)C1
  0%[12.7 µM] | 19%[57.4 µM]

These rows are one share of the data. The share of hits here may be higher or lower than overall.
